ASM inhibitor – Inhibitors of Secretory Acid Sphingomyelinase (S-ASM): qHTS. placental ASM, HMU-PC fluorogenic substrate, 60 min. Potency, µM (series often up to 57.5 µM), for the others: at the highest dose activity change, negative = inhibition, usual class: inhibitors. 340,000 tested, 0.006% active. AID 504937, 2011; note: potency is the fitted concentration of half-maximal effect
Target sequence (P17405 47-631 limits assumed): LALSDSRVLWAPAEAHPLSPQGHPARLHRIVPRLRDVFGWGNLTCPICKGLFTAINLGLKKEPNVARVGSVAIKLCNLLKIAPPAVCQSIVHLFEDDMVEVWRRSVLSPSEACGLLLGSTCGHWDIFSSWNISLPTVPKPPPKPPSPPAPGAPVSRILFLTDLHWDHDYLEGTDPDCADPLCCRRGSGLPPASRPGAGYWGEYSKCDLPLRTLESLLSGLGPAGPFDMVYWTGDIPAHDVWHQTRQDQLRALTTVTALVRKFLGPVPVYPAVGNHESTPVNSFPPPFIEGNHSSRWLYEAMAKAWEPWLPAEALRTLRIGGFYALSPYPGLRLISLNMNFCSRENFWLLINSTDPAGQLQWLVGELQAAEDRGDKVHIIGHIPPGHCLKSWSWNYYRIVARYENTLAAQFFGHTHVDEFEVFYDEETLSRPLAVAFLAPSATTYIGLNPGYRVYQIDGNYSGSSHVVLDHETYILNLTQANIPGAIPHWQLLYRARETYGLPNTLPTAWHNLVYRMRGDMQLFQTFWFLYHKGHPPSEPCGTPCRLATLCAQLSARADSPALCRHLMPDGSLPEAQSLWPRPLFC
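Human placenta-derived ASM enzyme was preincubated with compound for 10 minutes at room temperature, then given fluorogenic substrate HMU-PC0 (9 uM final) for 60 minutes at 37 °C; a pH 10 stop preceded fluorescence reading at Ex 386/Em 447 nm.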
TSHR antag – Antagonists of the Thyroid Stimulating Hormone Receptor: HTS campaign. Thyrotropin receptor (Homo sapiens), P16473. TSHR-expressing cells, TSH-stimulated cAMP HTRF, 2 h; active compounds read low. activity change, negative = inhibition, % at 11.5 µM. 330,000 tested, 0.2% active;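 active = activity change below a set negative limit, meaning inhibition stronger than a set level, cut at about -70% in these data; inconclusive = activity change between two set negative limits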; note: % is set by controls: 0 for no effect and ±100 for the full control effect
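TSHR-expressing cells, 200/well, pre-treated with compound, then stimulated with EC80 TSH (4nM final) for 2 hours at 37 deg C. cAMP measured by competitive HTRF: anti-cAMP cryptate antibody in lysis buffer plus cAMP-d2, read after 30 minutes at room temperature.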
A-T KAP1 phos – qHTS Assay for Identifying a Potential Treatment of Ataxia-Telangiectasia | […] A-T fibroblasts, KAP-1 phosphorylation AlphaLISA; neocarzinostatin DNA damage 30 min before lysis | Potency, µM (highest dose often 57.5 µM), for inactives: at the highest dose activation, hits mostly activators | 320,000 tested, 0.19% active | AID 485349, 2010; note: potency is the fitted concentration of half-maximal effect; % of control where 0% means no effect; nearly all actives have a fitted effect of over 45% in size
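ATM-like activity read as KAP-1 phosphorylation via AlphaLISA donor/acceptor antibody pairs after lysis and 6 hr at 25C. Cells were ATM-null patient fibroblasts ([…], hTERT), dosed 60 min, then exposed to the DSB inducer NCS for 30 min.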
ELG1 DNA repair – qHTS screen for small molecules that inhibit ELG1-dependent DNA repair in human embryonic kidney (HEK293T) cells expressing luciferase-tagged ELG1; AID 504467, 2011; 330,000 tested, 2.3% active; Potency, µM (titrated, usually from 46.1 µM), without a hit: at the highest dose activity change, negative = inhibition, actives largely listed as inhibitors; HEK293T ELG1-luciferase reporter, luminescence, 16 h; DNA damage induced by 5-fluorouridine; note: potency is the fitted concentration of half-maximal effect; % is set by controls: 0 for no effect and ±100 for the full control effect; nearly all actives have a fitted effect of over 55% in size
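HEK293T cells expressing luciferase-tagged ELG1 (2,000/well) received 5-Fluorouridine plus compound or DMSO for 16 hr at 37 °C. Luciferase was read by ONE-Glo luminescence after 30 min at room temperature.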
TCR activator – Activators of T cell receptors: qHTS campaign; primary human leukocytes, anti-CD3, IL-2 HTRF, 48 h; Potency, µM (doses to about 9.22 µM), for the others: top-dose activation of IL-2 secretion, hits mostly activators; 330,000 tested, under 10 active; AID 504894, 2011; note: % of control where 0% means no effect
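Compounds are tested in HTS on primary human leukocytes co-incubated with a-CD3 beads for 48 hr. IL-2 output is measured by time-resolved FRET.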
Mito fusion yeast – qHTS Assay for Small Molecule Inhibitors of Mitochondrial Division or Activators of Mitochondrial Fusion; AID 485298, 2010; 320,000 tested, 0.23% active; Potency, µM (top dose mostly 46.1 µM), for inactives: at the highest dose growth rescue (activation), hits mostly activators; S. cerevisiae fusion-defective mutant growth rescue, CellTiterGlo 48 h;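 note: potency is the fitted concentration of half-maximal effect; % of control where 0% means no effect; nearly all actives have a fitted effect of over 45% in size; temperature-sensitive fusion mutants such as fzo1-1 at 37 °C on non-fermentable ethanol glycerol medium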
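Compounds are tested for their ability to restore growth of mitochondrial fusion-defective yeast strains at non-permissive 37C in YPEG medium over 48 hours. Viability is quantified by luciferase luminescence.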
Chronic BCR inh – qHTS Assay to Find Inhibitors of Chronic Active B-Cell Receptor Signaling; ABC-DLBCL IkBa-CBG/CBR reporter, luminescence ratio, 4 h; Potency, µM (top dose mostly 46.1 µM), inactives show top-dose ratio change, negative = lower green/red ratio, actives largely listed as inhibitors; 340,000 tested, 0.05% active; AID 493014, 2011; active = well fitted inhibition curve with a large enough effect in the signal ratio, with a control signal flat, not every such curve was filed as active; inconclusive = small, poorly fitted or top-dose-only effect, or effect the other way, or a change in a side signal; the % refers to the signal ratio;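 note: potency is the fitted concentration of half-maximal effect; plate controls were basal doxycycline-induced cells for no effect and cells given 10 µM MG132 for full effect; MG132 reads +100%, hits lower the ratio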
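Compounds up to 46 uM were incubated four hours with TMD8 cells whose green CBG68 luciferase is fused to IkappaBalpha; red CBR luminescence normalised the signal, and concentration-effect curves were fitted to fusion, red and ratio data.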
Integrin act MD – qHTS for Activators of Integrin-Mediated Alleviation for Muscular Dystrophy. 350,000 tested, 0.064% active. AID 624291, 2012. alpha7betagal myoblasts, beta-gal FDG fluorescence, 48 h. Potency, µM (series often up to 38.3 µM), for inactives: at the top dose activation, actives largely listed as activators;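 note: potency is the fitted concentration of half-maximal effect; 100% = response of the positive control SU9516; nearly all actives have a fitted effect of over 60% in size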
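Alpha7betagal+/- myoblasts (passage 13) were plated 16-24 hr, then exposed to compounds (1:260 dilution of DMSO stock) for 48 hours at 37C. After MPER lysis, β-galactosidase reporter activity was read as FDG fluorescence (ex 480/em 540) after 30 minutes.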
Tb PFK inh – qHTS Assay to Find Inhibitors of T. brucei phosphofructokinase. T. brucei PFK, ADP-Glo luminescence. AID 485367, 2010. Potency, µM (series often up to 57.5 µM), inactives show top-dose activity, negative = inhibition, actives largely listed as inhibitors. 330,000 tested, 0.17% active;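 note: potency is the fitted concentration of half-maximal effect; 0% = uninhibited 1x PFK enzyme wells and -100% = no-enzyme wells; nearly all actives have a fitted effect of over 60% in size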
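ADP-Glo luminescence quantified ADP after 45 min at room temperature, with 1.25 nM T. brucei PFK, 0.1 mM ATP and 0.5 mM fructose-6-phosphate in pH 8.0 TEA buffer. qHTS titrations up to 57 µM; curves classified by quality.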
PTAP TSG101 blk – qHTS Assay for Iinhibitors of HIV-1 Budding by Blocking the Interaction of PTAP/TSG101. Tumor susceptibility gene 101 protein (Homo sapiens), Q99816. Fluorescence polarization, FITC-PTAP peptide / Tsg101 binding. Potency, µM (top dose mostly 115 µM), for the others: top-dose activity change, negative = inhibition, hits mostly inhibitors. 340,000 tested, under 10 active. AID 493005, 2010; active = well fitted inhibition curve with a large enough effect in the main read-out, with a control signal flat, not every such curve was filed as active; inconclusive = small, poorly fitted or top-dose-only effect, or effect the other way, or a change in a side signal; inactive = no such curve, though single readings can be large or run the other way; note: potency is the fitted concentration of half-maximal effect; % of control where 0% means no effect
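Compounds were pin-transferred onto Tsg101 binding domain (10 uM final) in HEPES pH 7.5 buffer, then FITC-PTAP peptide was added at 50 nM final. After 20 min at RT, polarization reported peptide displacement across a qHTS concentration series.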
Eya2 inh – qHTS Assay for Inhibitors of the Phosphatase Activity of Eya2; AID 488837, 2010; recombinant Eya2, OMFP fluorescence dephosphorylation (OMFP is methylfluorescein phosphate); Protein phosphatase EYA2 (Homo sapiens), O00167; Potency, µM (titrated, usually from 76.9 µM), without a hit: at the top dose activity, negative = inhibition, usual class: inhibitors; 330,000 tested, 0.006% active; note: potency is the fitted concentration of half-maximal effect; % is set by controls: 0 for no effect and ±100 for the full control effect
Target sequence (O00167 whole entry, looked up): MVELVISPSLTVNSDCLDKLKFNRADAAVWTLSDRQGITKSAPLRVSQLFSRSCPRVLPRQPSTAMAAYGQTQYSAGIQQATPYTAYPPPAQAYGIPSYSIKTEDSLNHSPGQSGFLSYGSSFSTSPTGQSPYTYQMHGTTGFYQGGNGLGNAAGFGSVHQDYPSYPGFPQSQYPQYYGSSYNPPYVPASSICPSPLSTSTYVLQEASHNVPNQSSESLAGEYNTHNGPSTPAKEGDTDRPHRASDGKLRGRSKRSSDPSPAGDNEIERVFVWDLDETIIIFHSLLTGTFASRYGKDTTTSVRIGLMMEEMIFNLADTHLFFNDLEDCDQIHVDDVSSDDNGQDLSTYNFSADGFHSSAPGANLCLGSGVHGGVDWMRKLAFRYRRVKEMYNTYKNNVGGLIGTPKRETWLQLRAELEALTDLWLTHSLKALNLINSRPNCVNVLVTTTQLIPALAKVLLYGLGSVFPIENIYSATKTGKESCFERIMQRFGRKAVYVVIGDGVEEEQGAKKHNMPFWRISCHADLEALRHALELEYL
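Eya2 protein (added as 0.2 uM solution) was preincubated with compound for 10 min at ambient temperature in 50 mM HEPES pH 7.5, 50 mM NaCl, 5 uM MgCl2, 0.05% BSA, 1 mM DTT. OMFP (added at 50 uM) then reacted 10 min; fluorescence read at 485/525 nm.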
Numbers without * were called inactive; [ ] = another dose, or the depositor's remark. Unless noted, calls come from the whole dose curve; as a rule, active = well fitted curve in the direction sought with a large enough effect; inconclusive = small, poorly fitted or top-dose-only effect, or another doubt; inactive = no such curve, though single readings can be large; an effect the other way counts as inactive or inconclusive.

CC1=NN(c2nc3ccccc3[nH]2)C(=O)/C1=C/N(C)C was read as ASM inhibitor -1%, TSHR antag 7, A-T KAP1 phos -2%, ELG1 DNA repair 22%, TCR activator -3%, Mito fusion yeast -12%, Chronic BCR inh inconclusive, Integrin act MD inconclusive, Tb PFK inh -13%, PTAP TSG101 blk 1% and Eya2 inh 1%.
Screening S=c1[nH]nc(-c2cc(-c3ccccc3)n[nH]2)n1/N=C/c1c2ccccc2cc2ccccc12 returned ASM inhibitor -12%, TSHR antag -6, A-T KAP1 phos -15%, ELG1 DNA repair -6%, TCR activator 0%, Mito fusion yeast 4%, Chronic BCR inh inconclusive, Integrin act MD -27%, Tb PFK inh -12%, PTAP TSG101 blk -6% and Eya2 inh -5%.
`Cc1ccc(S(=O)(=O)Nc2ccccc2F)cc1C(=O)NNC(=O)c1csc(N2CCOCC2)n1` gave ASM inhibitor -2%, TSHR antag -2, A-T KAP1 phos -6%, ELG1 DNA repair 16%, TCR activator 0%, Mito fusion yeast -4%, Chronic BCR inh -8%, Integrin act MD -4%, Tb PFK inh -5%, PTAP TSG101 blk -8% and Eya2 inh -23%.
`CCCCNC(=O)Cn1cnc([N+](=O)[O-])n1` gave ASM inhibitor 7%, TSHR antag 17, A-T KAP1 phos -3%, ELG1 DNA repair 10%, TCR activator 4%, Mito fusion yeast -1%, Chronic BCR inh 2%, Integrin act MD 4%, Tb PFK inh -1%, PTAP TSG101 blk -5% and Eya2 inh -3%.
Screening Cc1ccc(C(=O)OCC(=O)NC2CC2)cc1S(=O)(=O)N1CCOCC1 returned ASM inhibitor -3%, TSHR antag 13, A-T KAP1 phos -7%, ELG1 DNA repair 4%, TCR activator 1%, Mito fusion yeast -2%, Chronic BCR inh 0%, Integrin act MD 3%, Tb PFK inh -2%, PTAP TSG101 blk 1% and Eya2 inh 17%.
`Clc1ccc(CSc2ncccn2)cc1` gave ASM inhibitor 3%, TSHR antag 2, A-T KAP1 phos -4%, ELG1 DNA repair inconclusive, TCR activator 2%, Mito fusion yeast 0%, Chronic BCR inh inconclusive, Integrin act MD -15%, Tb PFK inh -16%, PTAP TSG101 blk -3% and Eya2 inh 24%.
For O=S(=O)(Nc1ccc(Cl)cc1)c1cccc2cccnc12 the results were ASM inhibitor -4%, TSHR antag -17, A-T KAP1 phos -3%, ELG1 DNA repair 3%, TCR activator -1%, Mito fusion yeast inconclusive, Chronic BCR inh -1%, Integrin act MD 0%, Tb PFK inh 4%, PTAP TSG101 blk 0% and Eya2 inh -1%.
`CCC(=O)NCCNc1nc2cc(C)cc(C)c2cc1C#N` gave ASM inhibitor 173%[activator], TSHR antag -3, A-T KAP1 phos -5%, ELG1 DNA repair inconclusive, TCR activator 2%, Mito fusion yeast 10%, Chronic BCR inh 4%, Integrin act MD 23%, Tb PFK inh 3%, PTAP TSG101 blk 3% and Eya2 inh 3%.
For Cc1noc(C)c1C(=O)OC(C)C(=O)NC(C)c1ccc(Cl)cc1Cl (configuration not stated) the results were ASM inhibitor -1%, A-T KAP1 phos 22%, ELG1 DNA repair inconclusive, TCR activator -3%, Chronic BCR inh inconclusive, Integrin act MD -32%, Tb PFK inh -10%, PTAP TSG101 blk -1% and Eya2 inh 2%.
Screening NC(=O)C1CCN(C(=O)c2ccco2)CC1 returned ASM inhibitor 0%, TSHR antag 2, ELG1 DNA repair 9%, TCR activator -2%[46.1 µM], Mito fusion yeast -2%, Chronic BCR inh 15%, Integrin act MD 0%, Tb PFK inh 1%, PTAP TSG101 blk -5% and Eya2 inh 4%.
COc1ccc(C(=O)CCC(=O)N2CCN(c3cc(C)ccc3C)CC2)cc1 was read as ASM inhibitor -4%, TSHR antag 10, A-T KAP1 phos 7%, ELG1 DNA repair -3%, TCR activator 1%, Mito fusion yeast 28%, Chronic BCR inh -2%, Integrin act MD inconclusive, Tb PFK inh -2%, PTAP TSG101 blk -2% and Eya2 inh -5%.
For C=CCn1c(C)nnc1SCC(=O)Nc1oc(C)c2c(C)n[nH]c(=O)c12 the results were ASM inhibitor 2%, TSHR antag 0, A-T KAP1 phos 17%, ELG1 DNA repair 17%, TCR activator -15%, Mito fusion yeast 13%, Chronic BCR inh -2%, Integrin act MD 0%, Tb PFK inh -10%, PTAP TSG101 blk -1% and Eya2 inh -8%.
COc1cccc(Oc2cncnc2-c2ccc(OC)cc2O)c1 was read as ASM inhibitor -9%, TSHR antag -5, A-T KAP1 phos 10%, ELG1 DNA repair 0%, TCR activator -1%, Mito fusion yeast inconclusive, Chronic BCR inh -4%, Integrin act MD -16%, Tb PFK inh 3%, PTAP TSG101 blk 0% and Eya2 inh -8%.
For COc1ccc(Cl)cc1N1C(=O)C2CCCN2C1c1ccccc1F (configuration not stated) the results were ASM inhibitor 0%, TSHR antag 2, A-T KAP1 phos 9%, ELG1 DNA repair 0%, TCR activator -1%, Mito fusion yeast -1%, Chronic BCR inh inconclusive, Integrin act MD -4%, Tb PFK inh 2%, PTAP TSG101 blk 0% and Eya2 inh 11%.
Screening COc1ccc(C(CNC(=O)c2oc3ccc(Br)cc3c2C)N2CCCCC2)cc1 (configuration not stated) returned ASM inhibitor -7%, TSHR antag -13, A-T KAP1 phos 1%, ELG1 DNA repair inconclusive, TCR activator 4%, Mito fusion yeast -8%, Chronic BCR inh -21%, Integrin act MD -21%, Tb PFK inh -4%, PTAP TSG101 blk -4% and Eya2 inh -3%.
Cc1cc(/C=C2/NC(=O)NC2=O)c(C)n1-c1ccc(C#N)cc1 was read as ASM inhibitor -4%, TSHR antag 9, A-T KAP1 phos 3%, ELG1 DNA repair 6%, TCR activator -1%, Mito fusion yeast -7%, Chronic BCR inh inconclusive, Integrin act MD -7%, Tb PFK inh -3%, PTAP TSG101 blk 0% and Eya2 inh -8%.
For N#C/C(=C\C=C\c1ccccc1)c1nc(-c2ccc3c(c2)OCO3)cs1 the results were TSHR antag 8, A-T KAP1 phos -1%, ELG1 DNA repair 6%, TCR activator 2%[46.1 µM], Mito fusion yeast 0%, Chronic BCR inh -1%, Integrin act MD 13%, Tb PFK inh -2%, PTAP TSG101 blk inconclusive and Eya2 inh -6%.
O=C(O)CSC1CC(=O)N(c2ccc(Cl)cc2)C1=O (configuration not stated) was read as ASM inhibitor 3%, TSHR antag -6, A-T KAP1 phos 7%, ELG1 DNA repair -1%, TCR activator -3%, Mito fusion yeast -12%, Chronic BCR inh 0%, Integrin act MD 42%, Tb PFK inh 1%, PTAP TSG101 blk 4% and Eya2 inh 6%[15.4 µM].
`CCN(CC)C(=O)c1cc(S(=O)(=O)N2CCCCC2)c[nH]1` gave ASM inhibitor 3%, TSHR antag 21, A-T KAP1 phos -10%, ELG1 DNA repair 11%, TCR activator 3%, Mito fusion yeast 0%, Chronic BCR inh 4%, Integrin act MD 0%, Tb PFK inh 2%, PTAP TSG101 blk -4% and Eya2 inh -5%.
For Cn1c(-[n+]2c(-c3ccccc3)cc(-c3ccccc3)cc2-c2ccccc2)nc2c([N+](=O)[O-])cccc21 the results were ASM inhibitor 2%, TSHR antag 17, A-T KAP1 phos -2%, ELG1 DNA repair -26%, TCR activator -1%, Mito fusion yeast inconclusive, Chronic BCR inh 1%, Integrin act MD inconclusive, Tb PFK inh 0%, PTAP TSG101 blk 2% and Eya2 inh -6%.

Compound activity (PubChem BioAssay)
